Screens as filed in PubChem BioAssay.
Cav3 T inh = blocks human Cav3.2 T-type calcium channel | actives 4% (n = 100,000) | AID 449739 | O95180 | B-score at 10 µM | Cav3.2-expressing cells, Fluo-4 calcium fluorescence FDSS; stronger effect = lower value;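 active means single-dose well whose peak fluorescence ratio is a statistical outlier from its plate by either plate-standardised score or position-corrected B-score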
Target sequence (O95180 whole entry, looked up): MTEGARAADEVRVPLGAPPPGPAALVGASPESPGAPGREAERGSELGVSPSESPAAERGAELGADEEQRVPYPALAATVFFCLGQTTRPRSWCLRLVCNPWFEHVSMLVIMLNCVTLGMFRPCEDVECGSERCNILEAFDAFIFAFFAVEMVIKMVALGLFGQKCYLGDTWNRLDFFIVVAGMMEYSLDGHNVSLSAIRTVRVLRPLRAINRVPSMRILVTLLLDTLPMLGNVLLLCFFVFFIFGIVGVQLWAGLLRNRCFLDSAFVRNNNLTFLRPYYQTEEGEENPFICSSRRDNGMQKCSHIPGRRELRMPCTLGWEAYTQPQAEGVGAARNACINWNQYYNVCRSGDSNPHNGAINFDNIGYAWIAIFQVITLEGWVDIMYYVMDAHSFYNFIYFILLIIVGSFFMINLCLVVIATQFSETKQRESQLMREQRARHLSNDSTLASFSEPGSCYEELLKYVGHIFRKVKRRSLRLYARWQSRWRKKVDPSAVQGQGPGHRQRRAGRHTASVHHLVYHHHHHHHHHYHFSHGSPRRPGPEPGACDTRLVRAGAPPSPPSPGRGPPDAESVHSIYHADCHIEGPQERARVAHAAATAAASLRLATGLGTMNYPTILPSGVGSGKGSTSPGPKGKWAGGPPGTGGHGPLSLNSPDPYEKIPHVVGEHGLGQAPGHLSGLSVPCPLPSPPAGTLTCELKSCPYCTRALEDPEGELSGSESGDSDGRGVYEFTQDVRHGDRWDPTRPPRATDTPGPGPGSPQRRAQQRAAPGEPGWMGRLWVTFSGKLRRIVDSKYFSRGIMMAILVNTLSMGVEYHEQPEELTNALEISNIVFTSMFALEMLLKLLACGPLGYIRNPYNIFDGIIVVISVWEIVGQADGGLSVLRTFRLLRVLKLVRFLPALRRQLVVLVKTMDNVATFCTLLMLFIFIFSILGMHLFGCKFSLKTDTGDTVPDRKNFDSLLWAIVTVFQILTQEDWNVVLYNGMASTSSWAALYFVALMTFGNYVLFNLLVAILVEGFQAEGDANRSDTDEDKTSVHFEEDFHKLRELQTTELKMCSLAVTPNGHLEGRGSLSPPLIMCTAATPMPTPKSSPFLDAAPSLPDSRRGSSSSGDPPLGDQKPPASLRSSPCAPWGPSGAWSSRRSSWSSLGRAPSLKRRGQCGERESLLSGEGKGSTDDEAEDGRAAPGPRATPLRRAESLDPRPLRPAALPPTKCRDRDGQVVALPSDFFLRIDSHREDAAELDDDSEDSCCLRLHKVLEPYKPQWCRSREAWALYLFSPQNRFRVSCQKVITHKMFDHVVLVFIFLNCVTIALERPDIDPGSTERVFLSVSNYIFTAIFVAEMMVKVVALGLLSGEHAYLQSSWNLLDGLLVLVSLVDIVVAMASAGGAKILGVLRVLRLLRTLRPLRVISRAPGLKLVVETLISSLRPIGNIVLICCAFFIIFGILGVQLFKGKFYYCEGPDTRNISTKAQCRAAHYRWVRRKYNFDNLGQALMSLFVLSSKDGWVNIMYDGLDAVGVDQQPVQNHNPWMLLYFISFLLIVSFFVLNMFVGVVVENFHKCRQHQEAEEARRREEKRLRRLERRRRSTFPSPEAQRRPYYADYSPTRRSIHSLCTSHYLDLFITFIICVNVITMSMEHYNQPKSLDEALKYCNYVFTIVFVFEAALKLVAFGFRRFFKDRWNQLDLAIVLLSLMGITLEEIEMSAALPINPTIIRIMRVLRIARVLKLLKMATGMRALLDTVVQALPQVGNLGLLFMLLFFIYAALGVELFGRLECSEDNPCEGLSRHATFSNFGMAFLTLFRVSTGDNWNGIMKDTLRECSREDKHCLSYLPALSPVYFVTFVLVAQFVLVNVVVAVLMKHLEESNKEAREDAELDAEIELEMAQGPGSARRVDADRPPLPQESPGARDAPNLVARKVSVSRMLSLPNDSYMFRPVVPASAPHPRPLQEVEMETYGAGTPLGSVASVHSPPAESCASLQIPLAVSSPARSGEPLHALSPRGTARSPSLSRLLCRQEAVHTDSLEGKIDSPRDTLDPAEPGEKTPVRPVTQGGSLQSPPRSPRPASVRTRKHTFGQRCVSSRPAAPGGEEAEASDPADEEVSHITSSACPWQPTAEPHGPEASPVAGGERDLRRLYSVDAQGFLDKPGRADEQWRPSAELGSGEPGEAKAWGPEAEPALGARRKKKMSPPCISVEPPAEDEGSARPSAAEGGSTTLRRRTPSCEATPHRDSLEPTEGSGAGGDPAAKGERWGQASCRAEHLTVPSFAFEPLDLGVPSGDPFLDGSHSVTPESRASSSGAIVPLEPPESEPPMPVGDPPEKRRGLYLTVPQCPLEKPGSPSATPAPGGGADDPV
* = called active by the depositor. These rows are one share of the data; rates above refer to the full screens.

Sample of the layout:
`CC1(OC(=O)CCc2ccccc2)C(=O)C=C2C=C3CCCN3C=C2C1=O` (configuration not stated) gave Cav3 T inh 1.3.
CC(C)c1ccc(C2CC(=O)c3cnc(N4CCc5ccccc5C4)nc3C2)cc1 (configuration not stated) was read as Cav3 T inh -1.2.
`c1ccc2nc(-c3nc4ccccc4o3)ccc2c1` gave Cav3 T inh -0.8.

Results, from the start:
`CC1(OC(=O)CCc2ccccc2)C(=O)C=C2C=C3CCCN3C=C2C1=O` (configuration not stated) gave Cav3 T inh 1.3.
CC(C)c1ccc(C2CC(=O)c3cnc(N4CCc5ccccc5C4)nc3C2)cc1 (configuration not stated) was read as Cav3 T inh -1.2.
`c1ccc2nc(-c3nc4ccccc4o3)ccc2c1` gave Cav3 T inh -0.8.
`CN(C)c1nc(N)nc(CSc2ncc(Cl)cc2Cl)n1` gave Cav3 T inh -0.84.
For COCCNC(=O)C(c1cccs1)N(C(=O)Cn1nnc2ccccc21)c1ccccc1 (configuration not stated) the results were Cav3 T inh 0.55.
Screening Cn1c(=O)c2c(nc(CN3CCN(C(=O)c4ccco4)CC3)n2Cc2ccc(Cl)cc2)n(C)c1=O returned Cav3 T inh 1.3.
`Cc1ccc(C2C=C(c3ccccc3)Nc3ncnn32)cc1` (configuration not stated) gave Cav3 T inh -0.46.
Cc1nnc(N(C)C(=O)Cc2ccc3c(c2)OCO3)s1 was read as Cav3 T inh -0.076.
Screening COC(=O)C1(C)NC(=O)c2ccccc2N1 (configuration not stated) returned Cav3 T inh -0.76.
For COc1cc(OC)cc(-c2nnc(SCC(=O)NCc3cccs3)o2)c1 the results were Cav3 T inh 0.032.

Structures shown so far that contain a carbonyl joined to an NH by a bond outside any ring (2):
For COCCNC(=O)C(c1cccs1)N(C(=O)Cn1nnc2ccccc21)c1ccccc1 (configuration not stated) the results were Cav3 T inh 0.55.
For COc1cc(OC)cc(-c2nnc(SCC(=O)NCc3cccs3)o2)c1 the results were Cav3 T inh 0.032.

New compounds follow.
`Cn1c(=O)[nH]c(=O)c2c1nc(N1CCOCC1)n2CCN1CCOCC1` gave Cav3 T inh 0.69.
CN(C(=O)COc1cc(=O)n(C)c2ccccc12)c1cccc(Cl)c1 was read as Cav3 T inh -0.43.
Screening COC(=O)C1=C(C(C)=O)C(c2ccc(C)cc2)n2nnnc2N1 (configuration not stated) returned Cav3 T inh 2.7.
Screening CCc1ccc(OCC(=O)NC(=S)Nc2ccc(F)cc2)c(Br)c1 returned Cav3 T inh -0.11.
O=C(COC(=O)c1ccc[nH]c1=O)NC1CCCC1 was read as Cav3 T inh -1.2.
`Cc1nn(Cc2ccc(Br)cc2)c(C)c1NC(=O)c1nn(C)cc1Cl` gave Cav3 T inh -2.2.
For CC(C)CC(=O)Nc1ccc(C(=O)COc2ccc(-c3nnco3)cc2)cc1 the results were Cav3 T inh 0.06.
Screening Cc1nc(NC(=O)c2ccccc2)sc1-c1csc(NCCc2ccccc2)n1 returned Cav3 T inh -0.22.
Cc1ccc(CN(CC(=O)NC2CCCC2)C(=O)CSc2nnc(COc3ccccc3)o2)cc1 was read as Cav3 T inh -0.33.
Screening c1ccc(CCNc2c3c(nc4ncnn24)CCC3)cc1 returned Cav3 T inh 1.4.
Screening CCOc1ccc(NC(=O)C2CC(=O)NC(N3CCc4ccccc43)=N2)cc1 (configuration not stated) returned Cav3 T inh 0.71.
For CCOc1cc(CN2CCN(C(=O)CC(C)C)CC2)ccc1OC the results were Cav3 T inh -1.
COc1cccc(C(=O)CSc2nnc(CNS(=O)(=O)c3ccc(C)cc3)n2C)c1 was read as Cav3 T inh 0.57.
For Cc1cc(C)n(C(=O)c2ccc(NC(=O)CC(C)C)cc2)n1 the results were Cav3 T inh -0.033.
For O=S(=O)(Nc1ccc2c(c1)OCO2)c1ccc(Br)s1 the results were Cav3 T inh -2.7.
Screening CCN1C(=O)CC(N2CCN(CC(=O)NC(C)C)CC2)C1=O (configuration not stated) returned Cav3 T inh 0.28.
Screening COc1cc(NC(=O)CSc2nnc(C)s2)cc(OC)c1OC returned Cav3 T inh 0.063.
COc1ccc(N2CCN(C(=O)CCCn3c(=S)[nH]c4cc5c(cc4c3=O)OCO5)CC2)cc1 was read as Cav3 T inh 0.075.
Screening COc1ccc(C(=O)NN2CCCCC2)cc1OC returned Cav3 T inh -0.18.
For Cc1cc(NC(=O)CSc2ccc3nnc(-c4ccc(Cl)cc4)n3n2)no1 the results were Cav3 T inh 0.12.
For Cc1nn(-c2cccc(Cl)c2)c2nc(-c3ccco3)cc(C(=O)O)c12 the results were Cav3 T inh -0.67.
For COc1cc(-c2nc(S(=O)(=O)c3ccc(Cl)cc3)c(N(C)C)o2)cc(OC)c1OC the results were Cav3 T inh -0.028.
Screening COc1ccc(CCN2C(=O)CC(C(N)=O)SC2=Nc2ccccc2)cc1OC (configuration not stated) returned Cav3 T inh 1.
Screening CCOC(=O)CN(C(=O)CSc1nnc(CNc2ccc(F)cc2)o1)c1ccccc1 returned Cav3 T inh -0.28.
Screening CC(C)C[C@H](NC(=O)c1nc[nH]c1C(=O)NC(c1ccccc1)c1ccccc1)C(=O)OC(C)(C)C returned Cav3 T inh -0.079.
For Cc1cc2cc(CNC(=O)c3cccc([N+](=O)[O-])c3)ccc2[nH]1 the results were Cav3 T inh -2.2.
`Cc1ccc(-n2nnnc2SCn2nnc3ccccc3c2=O)cc1` gave Cav3 T inh 0.73.
COc1ccc(C2C(=O)N(C3CCCCC3)CC(=O)N2CCc2ccccc2)cc1OC (configuration not stated) was read as Cav3 T inh 0.58.
CC[C@@H](C(=O)n1nc(C)cc1C)[C@H](NS(=O)(=O)c1ccc(C)cc1)c1ccccc1 was read as Cav3 T inh 0.046.
`Cc1ccccc1C(=O)c1c[nH]c(C(=O)NCCCn2ccnc2)c1` gave Cav3 T inh 0.91.
For CCN(CC)c1ccc(N2C(=O)/C(=C\c3cccnc3)SC2=S)cc1 the results were Cav3 T inh 0.028.
`O=C(O)C1CC(=O)N(c2ccc(Br)cc2)C1` (configuration not stated) gave Cav3 T inh 0.54.
`COCCCn1c(SCc2nnc(-c3ccccc3)o2)nc2sc3c(c2c1=O)CCC3` gave Cav3 T inh -2.5.
Screening CC(=O)OC(C(=O)NCS(=O)(=O)c1ccc(C)cc1)c1cccnc1 (configuration not stated) returned Cav3 T inh -0.13.
Screening CCC(=O)NS(=O)(=O)c1ccc(-c2c(-c3ccccc3)noc2C)cc1 returned Cav3 T inh -0.38.
Screening Cc1ccn2cc(CCNC(=O)CC(C)(C)C)nc2c1 returned Cav3 T inh -0.38.
CCCc1nc2oc3c(OC)ncnc3c2c2c1COC(C)(C)C2 was read as Cav3 T inh 0.095.
For O=C(Nc1cccc(C(F)(F)F)c1)c1ccc(Cn2cc(Br)cn2)o1 the results were Cav3 T inh -7.2*.
Cc1noc(C)c1COC(=O)CCCOc1ccc(Cl)cc1Cl was read as Cav3 T inh -0.37.
CCOc1nc(CC)nc(NC(=O)NS(=O)(=O)c2ccccc2Cl)n1 was read as Cav3 T inh 0.41.
O=C(Nc1ccc(-c2nc3cccnc3s2)cc1)c1ccc(Br)o1 was read as Cav3 T inh -0.65.
CCOc1ccccc1NC(=O)CSc1ccccc1 was read as Cav3 T inh -1.3.
`CS(=O)(=O)N1c2ccccc2[C@]2([C@@]34C[C@H]5C(=O)N[C@@H](Cc6ccccc6)C(=O)N5[C@@H]3N(S(C)(=O)=O)c3ccccc34)C[C@H]3C(=O)N[C@@H](Cc4ccccc4)C(=O)N3[C@H]12` gave Cav3 T inh -0.13.
For COc1ccc(-n2c(C)csc2=S)cc1 the results were Cav3 T inh 0.58.
For CCOc1ccc2oc(-c3ccccc3)c(C(=O)N(C)C)c2c1 the results were Cav3 T inh -0.16.
N#Cc1c(N)nc2c(c1-c1ccccc1)CCCC2 was read as Cav3 T inh 0.13.
CSc1nc(Oc2ccc(C)cc2)cc(C(F)(F)F)n1 was read as Cav3 T inh 1.4.
For O=C(Cc1ccc(-n2c(=S)[nH]c3ccccc3c2=O)cc1)N1CCN(c2ccccc2)CC1 the results were Cav3 T inh -0.036.
COc1ccccc1NC(=O)N1CCCC1C(=O)NCc1ccccc1F (configuration not stated) was read as Cav3 T inh 0.65.
For CCc1cc2cc(C(=O)Nc3ccc(C)cc3)sc2s1 the results were Cav3 T inh -1.5.

Random excerpt: 6 entries already listed.
For CCOc1ccc2oc(-c3ccccc3)c(C(=O)N(C)C)c2c1 the results were Cav3 T inh -0.16.
N#Cc1c(N)nc2c(c1-c1ccccc1)CCCC2 was read as Cav3 T inh 0.13.
For CCc1cc2cc(C(=O)Nc3ccc(C)cc3)sc2s1 the results were Cav3 T inh -1.5.
For COc1ccc(-n2c(C)csc2=S)cc1 the results were Cav3 T inh 0.58.
`CS(=O)(=O)N1c2ccccc2[C@]2([C@@]34C[C@H]5C(=O)N[C@@H](Cc6ccccc6)C(=O)N5[C@@H]3N(S(C)(=O)=O)c3ccccc34)C[C@H]3C(=O)N[C@@H](Cc4ccccc4)C(=O)N3[C@H]12` gave Cav3 T inh -0.13.
CCOc1ccccc1NC(=O)CSc1ccccc1 was read as Cav3 T inh -1.3.

The list continues.
Screening Nc1ccc2oc(-c3cccc(Br)c3)nc2c1 returned Cav3 T inh -1.2.
For Cc1nn(C)cc1CN(C)C(=O)c1nn2c(c1Cl)NC(c1cccs1)CC2C(F)(F)F (configuration not stated) the results were Cav3 T inh 0.6.
Screening COc1ccc([C@H]2/C=C\CN(C(=O)C3CC3)[C@@H](C)C(=O)N2Cc2ccc(F)cc2)cc1 returned Cav3 T inh -0.63.
CCN(CC)C(=O)CSCC(=O)Nc1ccccc1 was read as Cav3 T inh -0.016.
`COC(=O)c1cccc(NC(=O)Cn2cnc3ccccc3c2=O)c1` gave Cav3 T inh 0.18.
Screening O=C(c1ccc2c(c1)OCO2)N1CCN(c2ccccc2F)CC1 returned Cav3 T inh 0.37.
CCOC(=O)c1ccc(NC(=O)CCc2nc(-c3ccc(C)cc3)no2)cc1 was read as Cav3 T inh -3.
CCOc1cc(C(=S)N2CCN(C)CC2)ccc1OCC(=O)N1CCOCC1 was read as Cav3 T inh 0.48.
Nc1nc2ccc([N+](=O)[O-])c(N)c2s1 was read as Cav3 T inh 0.46.
`COC(=O)c1cc(NC(=O)c2ccoc2C)cc(C(=O)OC)c1` gave Cav3 T inh 0.085.
`Cc1ccc(C2C(C#N)=C(N)Oc3n[nH]c(C)c32)cc1` (configuration not stated) gave Cav3 T inh -0.86.
Screening CCn1c(SCC(=O)c2ccc3c(c2)Cc2ccccc2-3)nnc1-c1ccc(N)cc1 returned Cav3 T inh 0.045.
For Nc1nonc1C(=Nc1ccccc1)NO the results were Cav3 T inh 0.44.
Screening COc1ccc(C(=O)OC2CCN(C)CC2)cc1 returned Cav3 T inh 0.054.
CC(C(=O)Nc1ccc(S(=O)(=O)N2CCOCC2)cc1)N(c1ccccc1)S(C)(=O)=O (configuration not stated) was read as Cav3 T inh -0.73.
`O=C(c1ccccc1Cl)N(C(=O)c1ccccc1Cl)c1nccc(-c2cccs2)n1` gave Cav3 T inh -1.4.
`COCCn1nnnc1C(C(C)C)N1CCOCC1` (configuration not stated) gave Cav3 T inh -0.011.
For CSCC[C@H](NC(=O)OCc1ccccc1)C(=O)O the results were Cav3 T inh -0.43.
CCOc1cc(C2C(C#N)=C(N)Oc3n[nH]c(-c4ccccc4)c32)ccc1O (configuration not stated) was read as Cav3 T inh -1.9.
`COc1cc2c(cc1OC)C(c1ccc3c(c1)OCO3)CC(=O)N2` (configuration not stated) gave Cav3 T inh 0.77.
`Nn1cnnc1SCC(=O)Nc1ccc(C2CCCCC2)cc1` gave Cav3 T inh -1.9.
Screening Cc1ccc(COc2ccsc2-c2n[nH]c(=S)n2C)cc1 returned Cav3 T inh -0.28.
C/C=C/c1ccc(OCCCNC(C)CC)c(OC)c1 (configuration not stated) was read as Cav3 T inh 0.026.
Screening Cc1ccc(Cc2nc(-c3ccccn3)no2)cc1 returned Cav3 T inh 0.91.
Screening CCOC(=O)Cc1csc(NC(=O)COc2ccc3ccccc3c2)n1 returned Cav3 T inh -10*.
For Cc1ccccc1C(=O)N1CCCN(C(=O)c2ccccc2C)CC1 the results were Cav3 T inh 1.7.
Screening C#CCN(C)Cc1ccccc1 returned Cav3 T inh -0.85.
Screening O=C(O)Cc1ccc2[nH]c3ccc(CC(=O)O)cc3c2c1 returned Cav3 T inh 0.75.
Screening COC(=O)c1ccccc1Sc1c(/C=N/OC(=O)c2ccccc2)c(C(F)(F)F)nn1C returned Cav3 T inh -0.58.
For COc1ccccc1OCC(=O)N/N=C1/SCC(=O)N1Cc1ccccc1 the results were Cav3 T inh 1.1.
O=CN1CCN(C2CC(=O)N(c3ccc(Br)cc3)C2=O)CC1 (configuration not stated) was read as Cav3 T inh -1.4.
Screening CCOc1ccc(C(C)=O)cc1N1C(=O)C2C3C=CC(C3)C2C1=O (configuration not stated) returned Cav3 T inh 0.19.
For Cc1ccc(S(=O)(=O)NCCC(=O)O)cc1 the results were Cav3 T inh 0.017.
COC(=O)C1=C(N)Oc2cc(C)n(CC3CCCO3)c(=O)c2C1c1ccccc1OC (configuration not stated) was read as Cav3 T inh 0.032.
COc1ccc(C2=NNC(c3cccs3)=Nc3ccc(OC)cc32)cc1 was read as Cav3 T inh -2.1.
Screening O=c1[nH]c2ccccc2cc1-c1nnn(-c2ccc(F)cc2)n1 returned Cav3 T inh 0.52.
`Cc1nnc2n(C3CCCCC3)c(=O)c3c4c(sc3n12)CCC4` gave Cav3 T inh 1.9.
Screening CC(=O)Nc1cccc(NC(=O)Nc2ccc(C(C)=O)cc2)c1 returned Cav3 T inh -0.022.
CC(C)C(=O)NC(C)C(c1cccs1)N1CCN(c2ccccc2)CC1 (configuration not stated) was read as Cav3 T inh -0.75.
Screening c1ccc(Cn2ccnc2-c2ccco2)cc1 returned Cav3 T inh 0.37.
CCOC(=O)c1c(NC(=O)Cn2cc([N+](=O)[O-])cn2)sc2c1CCC2 was read as Cav3 T inh 0.3.
Screening O=S(=O)(NC1CCCCC1)c1ccc(Br)cc1 returned Cav3 T inh -1.5.
`C=CCN(CC=C)C(=S)NC(=O)c1ccc(-c2ccccc2)cc1` gave Cav3 T inh -4.4*.
Screening Cc1cc(C)nc(N2CCCC(C(=O)Nc3nc4ccc(S(C)(=O)=O)cc4s3)C2)n1 (configuration not stated) returned Cav3 T inh -1.1.
O=C(c1cccc2c1-c1ccccc1/C2=N/O)N1CCCCC1 was read as Cav3 T inh -2.3.
